Screens deposited in PubChem by National Center for Advancing Translational Sciences (NCATS).
L3MBTL1 inh – blocks human L3MBTL1; AlphaScreen L3MBTL1–H3K9me1 peptide binding; Potency, µM (titrated, usually from 57.1 µM), without a hit: at the top dose activity, negative = inhibition, usual class: inhibitors; hit rate 0.66% among 230,000; active means well fitted inhibition curve with a large enough effect; inconclusive means small, poorly fitted or top-dose-only effect; inactive means no such curve, though single readings can be large or run the other way; further: nearly all actives have a fitted effect of over 60% in size
Target sequence (Q9Y468 whole entry, looked up): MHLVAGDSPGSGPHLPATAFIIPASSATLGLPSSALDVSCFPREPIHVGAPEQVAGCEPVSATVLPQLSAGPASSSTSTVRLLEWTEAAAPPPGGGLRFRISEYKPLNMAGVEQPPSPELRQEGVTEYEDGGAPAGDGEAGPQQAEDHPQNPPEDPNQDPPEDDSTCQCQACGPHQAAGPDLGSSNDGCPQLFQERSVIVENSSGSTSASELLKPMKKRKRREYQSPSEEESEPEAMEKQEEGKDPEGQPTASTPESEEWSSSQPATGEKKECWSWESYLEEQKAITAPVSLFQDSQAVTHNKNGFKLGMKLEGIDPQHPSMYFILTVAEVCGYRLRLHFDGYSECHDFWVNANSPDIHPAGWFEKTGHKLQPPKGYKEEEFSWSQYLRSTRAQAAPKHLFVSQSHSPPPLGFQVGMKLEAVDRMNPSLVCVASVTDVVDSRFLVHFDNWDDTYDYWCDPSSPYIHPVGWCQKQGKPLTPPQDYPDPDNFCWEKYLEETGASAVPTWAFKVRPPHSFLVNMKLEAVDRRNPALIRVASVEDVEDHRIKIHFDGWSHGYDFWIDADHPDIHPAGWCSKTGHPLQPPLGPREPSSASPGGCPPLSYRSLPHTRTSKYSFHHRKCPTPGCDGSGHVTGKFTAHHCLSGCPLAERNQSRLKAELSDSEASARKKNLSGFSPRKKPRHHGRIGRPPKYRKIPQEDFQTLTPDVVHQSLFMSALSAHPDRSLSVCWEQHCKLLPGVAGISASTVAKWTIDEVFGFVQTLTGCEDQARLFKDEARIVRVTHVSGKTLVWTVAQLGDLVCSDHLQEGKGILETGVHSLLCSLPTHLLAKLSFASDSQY
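L3MBTL1 (50 nM) pre-complexed 30 min with biotinylated H3(1-15)K9me1 peptide (75 nM), then compounds added for 30 min at room temperature; AlphaScreen streptavidin donor/nickel chelate acceptor beads (10 ug/mL final) read after 30 min dark incubation.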
The depositor's hits bear a star; ? = inconclusive; [ ] = remark or other dose. On the % scale 0 is the no-effect control and ±100 the full control effect; potency means the concentration at half of the fitted maximal effect. Only part of the results is shown, so the mix of outcomes need not match the whole.

SMILES	L3MBTL1 inh
COc1cc(/C=C/C(=O)OCC(=O)c2ccc(OC(F)F)cc2)ccc1O	0.0%
O=S(=O)(c1ccccc1)N(F)S(=O)(=O)c1ccccc1	-7.4%
COC1=CC(=O)c2ccccc2C1=O	-10.0%
CC(C)(C)OC(=O)C[C@@H]1C/C=C\C[C@@H](CC(=O)N(CCO)Cc2ccccc2)C(=O)NC[C@H](c2ccccc2)OC1=O	10.4%
Cc1c(Cl)cccc1NC(=O)CSc1nc(=O)n(CCCN2CCOCC2)c2c1CCC2	4.3%
CC1=C/C(=C(/c2ccc(O)c(C)c2)c2ccccc2S(=O)(=O)O)C=CC1=O	?
COc1ccc(C(CNC(=O)C(=O)NC2CCCCC2)N2CCN(C)CC2)cc1 (stereo not drawn)	-3.8%
Cc1ccc2c(c1)N(CC(=O)NCCCN1CCOCC1)C(=O)C(C(C)C)O2 (stereo not drawn)	3.0%
CC(=O)Nc1cccc(C(=O)OCC(=O)NCc2cc(C)c(O)c(C)c2)c1	-4.0%
CCOC(=O)c1c(CNCc2ccccc2F)c2sc(C)cc2n1C	-9.7%
Cc1ccc(S(=O)(=O)N2CCOCC2)cc1NC(=O)COc1ccc(C(=O)c2ccccc2)cc1	-7.9%
Cc1ccc(C)c(NC(=O)c2cc(C)nc3ccccc23)c1	-4.9%
CCCC(=O)Nc1ccc(NC(=O)c2ccccc2F)cn1	0.8%
COc1cccc(NC(=O)COC(=O)Cn2c(C)csc2=O)c1	5.8%
COc1ccc(CCNC(=S)N2CCN(S(=O)(=O)c3cccc(F)c3)CC2)cc1	-0.7%
CC(C)(C)c1ccc(C(=O)OCc2c(-c3ccccc3)ncc3ccccc23)cc1	25.7%
COc1ccc(S(=O)(=O)N(C)C[C@H]2Oc3ccc(NS(=O)(=O)c4ccccc4)cc3CC(=O)N([C@H](C)CO)C[C@@H]2C)cc1	0.1%
O=C(C1=COCCO1)N1CCN(c2nc3ccc([N+](=O)[O-])cc3s2)CC1	9.4%
Cc1ccc(OCC(=O)Oc2c(C)cccc2C)cc1	41.1%[activator]
COc1ccc(OCc2cc(=O)c3ccc4c(c3o2)C=CC(C)(C)O4)cc1OC	-16.9%
O=C(NCc1ccccc1CN1CCCC1)c1cc2cc(Cl)ccc2o1	-0.9%
COc1cccc(C2=CC(=O)CC(C)(C)C2)c1OC	10.5%
CCCSc1ccc([C@H]2N[C@@](C)(C(=O)OC)[C@H]3C(=O)N(CC)C(=O)[C@@H]23)cc1	8.0%
CC(C)Cn1c(N)c(C(=O)CSc2nccn2C)c(=O)n(C)c1=O	-4.9%
CCOCCCN(C(=O)c1snc(C(N)=O)c1N)C(C(=O)NCCC(C)C)c1ccc(Cl)cc1 (stereo not drawn)	-1.0%
CSc1ncccc1C(=O)NCc1nnc2ccccn12	5.1%
COC(=O)Cn1cnc(C(=O)Nc2ccc(C)c(C)c2)n1	3.9%
CNC(=O)CSc1nc2cccnc2n1-c1ccc(F)cc1	1.8%
O=C(c1ccc([N+](=O)[O-])o1)N1CCc2ccccc21	-3.1%
COc1cc(-c2noc(C)c2C(=O)NCc2ccc(C)o2)cc(OC)c1OC	-1.1%
CCCCNc1c(-c2ccc(SC3CCCCC3)cc2)nc2ccccn12	-13.4%
Nn1c(SCC(=O)Nc2ccc(OC(F)F)cc2)nnc(Cc2ccccc2)c1=O	7.7%
COc1ccccc1CNC(=O)COC(=O)Cc1c[nH]c2ccccc12	-8.7%
COc1ccc(OC)c(CN2CCN(C(=O)CNC(=O)c3ccccc3F)CC2)c1	-6.2%
COC(=O)c1ccc(CN2C(=O)c3ccccc3C2=O)cc1	4.7%
CC(=O)c1cccc(N=Cc2c(O)ccc3ccccc23)c1	-8.5%
C[C@@]12CCC3[C@@](CCC4[C@@]3(C)CCC[C@@]4(C)C(=O)NC3CCCCC3)(CC1=O)C2 (stereo partly drawn)	-3.3%
Oc1cc(Nc2ccncc2)cc2cccnc12	22.4µM*
CCN1CCN(S(=O)(=O)c2c(C)cc(C)cc2C)CC1	-12.9%
O=C(CN1C(=O)CCOc2ccccc21)Nc1ccc(Cl)c(S(=O)(=O)N2CCOCC2)c1	0.6%
C[C@@H](C(=O)NC1CCN(Cc2ccccc2)CC1)N1C(=O)N2CCc3c([nH]c4ccccc34)[C@@]2(C)C1=O	-11.6%
CCCCn1c(N)c(N(C)C(=O)c2ccc(OCC3CCCO3)cc2)c(=O)[nH]c1=O (stereo not drawn)	7.6%
CCCCc1nnc(NC(=O)c2ccc(-n3cncn3)c([N+](=O)[O-])c2)s1	2.1%
Cc1ccc(C)c(N2CCN(S(=O)(=O)CC34CCC(CC3=O)C4(C)C)CC2)c1 (stereo not drawn)	34.2%[activator]
COc1ccc([C@H]2CC(=O)C=C(c3ccc(C)cc3)C2)cc1OC	-3.7%
COc1cccc(NC(=O)CN(C)C(=O)CN2C(=O)NC3(CCCC3)C2=O)c1	1.1%
COc1ccc(CNS(=O)(=O)CCNC(=O)c2ccccc2)cc1	-4.8%
O=C(C[C@@H]1C/C=C/CC[C@H](Cc2ccc(F)cc2)C(=O)OC[C@@H](Cc2ccccc2)NC1=O)N[C@H](CO)Cc1ccccc1	0.2%
COC(=O)C1=C(C)N(CCCC(=O)O)C(=O)NC1c1ccc(Br)cc1 (stereo not drawn)	19.7%
CCCOc1ccccc1Cn1c(=O)oc2ccccc21	-6.8%[2.29 µM]

As entered above.
For L3MBTL1 inh, COc1cccc(NC(=O)COC(=O)Cn2c(C)csc2=O)c1 has 5.8%
For L3MBTL1 inh, COc1cccc(NC(=O)CN(C)C(=O)CN2C(=O)NC3(CCCC3)C2=O)c1 has 1.1%
For L3MBTL1 inh, CCCSc1ccc([C@H]2N[C@@](C)(C(=O)OC)[C@H]3C(=O)N(CC)C(=O)[C@@H]23)cc1 has 8.0%
For L3MBTL1 inh, COC(=O)C1=C(C)N(CCCC(=O)O)C(=O)NC1c1ccc(Br)cc1 (stereo not drawn) has 19.7%
For L3MBTL1 inh, C[C@@H](C(=O)NC1CCN(Cc2ccccc2)CC1)N1C(=O)N2CCc3c([nH]c4ccccc34)[C@@]2(C)C1=O has -11.6%
For L3MBTL1 inh, CCOCCCN(C(=O)c1snc(C(N)=O)c1N)C(C(=O)NCCC(C)C)c1ccc(Cl)cc1 (stereo not drawn) has -1.0%

The results go on:
SMILES	L3MBTL1 inh
O=C(NCc1ccc(Cl)cc1)C1CCCN1C(=O)Nc1ccc(F)cc1 (stereo not drawn)	4.5%
O=C(CN1CCOCC1)Nc1ccc(OC(F)(F)F)cc1	-2.4%
COc1ccc(-c2c(C#Cc3ccsc3)c3cc(-c4ccc5cc[nH]c5c4)ccc3n2C)cc1	-5.5%
Cc1ccc(F)cc1S(=O)(=O)Nc1cccc(C(=O)N2CCCC(C(N)=O)C2)c1 (stereo not drawn)	2.9%
O=C(Cn1cnc2c(OCc3ccccc3)ncnc21)NCCCc1ccccc1	1.5%
COc1ccc(CCNC(=O)COC(=O)c2cc(S(=O)(=O)N3CCCC3)ccc2O)cc1	-2.5%
NS(=O)(=O)c1ccc(NC(=O)Cc2cccs2)cc1	0.2%
CCN(c1ccccc1)S(=O)(=O)c1ccc(C(=O)Nc2c(C)n(C)n(-c3ccccc3)c2=O)cc1	10.6%
CCc1noc(C)c1C(=O)N1CCCSC1=Nc1ccccc1OC	3.2%
O=C(CN1CCN(S(=O)(=O)c2ccc(Cl)c(Cl)c2)CC1)N1CCCC1	5.0%
CCOc1ccc(NC(=O)C2CCCN2S(=O)(=O)c2ccc3c(c2)C(C)(C)C(=O)N3C)cc1 (stereo not drawn)	-0.5%
C[C@H](CO)N1C[C@H](C)[C@@H](CN(C)C(=O)Nc2ccc3c(c2)OCO3)Oc2ccc(NC(=O)Nc3ccc4c(c3)OCO4)cc2C1=O	-10.7%
Cc1ccc(S(=O)(=O)/N=C(/Nc2c(C)cccc2C)c2ccccc2)cc1	3.9%
COc1ccc(S(=O)(=O)NNC(=O)C23CC4CC(CC(C4)C2)C3)cc1[N+](=O)[O-]	1.1%
O=c1oc(CCCO)cc2ccc(C#Cc3ccsc3)cc12	13.0%
COc1ccc(C(C)=O)c(Oc2cc(NN3CCCCC3)c([N+](=O)[O-])cc2[N+](=O)[O-])c1	-4.7%
O=C1CC(N2CCN(c3ccc(F)cc3)CC2)C(=O)N1c1ccc(F)cc1 (stereo not drawn)	-0.3%
Cc1csc(=O)n1CCC(=O)OC(C)C(=O)NCc1ccccc1 (stereo not drawn)	-5.4%
O=C(Nc1cccc(-c2csc(Nc3ccccc3)n2)c1)c1cc([N+](=O)[O-])cc(C(F)(F)F)c1	-1.8%
C=CCNc1nc(Cl)nc(Nc2cc(Cl)ccc2OC)n1	-1.2%

Arranged by formula weight (highest first): some entries from above
SMILES	L3MBTL1 inh
C[C@H](CO)N1C[C@H](C)[C@@H](CN(C)C(=O)Nc2ccc3c(c2)OCO3)Oc2ccc(NC(=O)Nc3ccc4c(c3)OCO4)cc2C1=O	-10.7%
O=C(Nc1cccc(-c2csc(Nc3ccccc3)n2)c1)c1cc([N+](=O)[O-])cc(C(F)(F)F)c1	-1.8%
O=C1CC(N2CCN(c3ccc(F)cc3)CC2)C(=O)N1c1ccc(F)cc1 (stereo not drawn)	-0.3%

Remaining list, next part
SMILES	L3MBTL1 inh
CC(C)Oc1cccc(C(=O)Nc2ccc(N3CCN(C)CC3)cc2)c1	-5.7%
COc1cc(SC)ccc1C(=O)N(C)CC(=O)Nc1cccc2ccccc12	4.7%
CCN(CC(=O)Nc1ccc(NC(C)=O)cc1)C(=O)/C=C/c1ccccc1	0.9%
COc1ccc(-c2sc3ccccc3c2-c2ccc(OCCN3CCCCC3)cc2)cc1	-5.5%
N#Cc1ccccc1OCC(=O)Nc1cccc(S(=O)(=O)N2CCCCCC2)c1	-0.1%
Cc1csc(NC(=O)c2cccnc2)n1	8.7%
COc1ccccc1CNC(=O)COC(=O)COc1ccccc1F	-1.5%
Cc1ccc(-c2nnc(NC(=O)c3ccco3)o2)c(C)c1	-10.8%
O=C(OCC(=O)c1ccccc1Cl)C1=NN(c2ccccc2)C(=O)CC1	-5.1%
CCc1ccc(C(C)NC(=O)C2CCCC2)cc1 (stereo not drawn)	25.9%
COc1ccc(NC(=O)CN2CCN(C(C)=O)CC2)cc1S(=O)(=O)N1CCOCC1	2.3%
CCN(CC)C(=O)c1ccc(COc2ccc(Cl)c(C)c2)o1	0.8%[2.29 µM]
N#Cc1ccccc1OCC(=O)N1CCN(S(=O)(=O)c2ccc(Cl)cc2)CC1	1.2%
CC(C)(C)c1ccc(NC(=O)COC(=O)c2ccc(CN3CCCC3=O)cc2)cc1	-1.5%
O=S(=O)(c1ccccc1)C1(C2CC(c3ccccc3)=NO2)CC(O)C1 (stereo not drawn)	2.4%
Cc1onc(-c2c(F)cccc2Cl)c1C(=O)Nc1cccc(S(=O)(=O)N2CCOCC2)c1	-5.8%
CCCCn1c(N)c(N(CCOC)C(=O)COC(=O)CCOc2ccccc2C)c(=O)[nH]c1=O	12.1%
C=CCc1ccccc1OCCn1nnc2ccccc21	0.2%[2.29 µM]
CN(C)S(=O)(=O)c1ccc(NC(=O)C2CC(=O)N(Cc3ccccc3Cl)C2)cc1 (stereo not drawn)	-3.2%
COc1ccc(C(=O)NC(=S)NNC(=O)c2ccncc2)cc1Br	13.1%

Looked up by structure from the list above (6):
SMILES	L3MBTL1 inh
CN(C)S(=O)(=O)c1ccc(NC(=O)C2CC(=O)N(Cc3ccccc3Cl)C2)cc1 (stereo not drawn)	-3.2%
N#Cc1ccccc1OCC(=O)N1CCN(S(=O)(=O)c2ccc(Cl)cc2)CC1	1.2%
O=S(=O)(c1ccccc1)C1(C2CC(c3ccccc3)=NO2)CC(O)C1 (stereo not drawn)	2.4%
CCN(CC)C(=O)c1ccc(COc2ccc(Cl)c(C)c2)o1	0.8%[2.29 µM]
COc1ccc(C(=O)NC(=S)NNC(=O)c2ccncc2)cc1Br	13.1%
CCCCn1c(N)c(N(CCOC)C(=O)COC(=O)CCOc2ccccc2C)c(=O)[nH]c1=O	12.1%

Printed as active in L3MBTL1 inh, of those listed so far:
SMILES	L3MBTL1 inh
Oc1cc(Nc2ccncc2)cc2cccnc12	22.4µM*

The listing continues.
SMILES	L3MBTL1 inh
O=c1ccc(-c2ccccc2)nn1Cc1ccccc1F	-3.1%
O=C(COC(=O)c1cc([N+](=O)[O-])ccc1N1CCOCC1)c1ccc(Br)cc1	-5.4%
CN(CC(=O)Nc1cccc(F)c1)C(=O)c1cn(-c2ccccc2)nc1-c1ccc(F)cc1	-7.0%
Cc1cc(Cl)c2oc(C(=O)N3CCN(c4cccc(C)n4)CC3)c(C)c2c1	-3.1%[2.29 µM]
O=C(Nc1cc(S(=O)(=O)N2CCOCC2)ccc1Cl)c1ccncc1	-6.3%
CC(C)n1ncc2c(C(=O)Nc3ccc(CC#N)cc3)cc(C3CC3)nc21	-0.2%
